# Vif imaging – inhibitors of HIV Vif | actives 0.35% (n = 340,000) | AID 602346 | HEK293T cells, Vif self-association by quenched fluorescence, imaging, 24 h | inhibition, % at 7.49 µM; in the data active = inhibition above about 50%, passing the limit was not always enough; also: some results filed as inactive read as strong as hits
# NR2E3 ag-1 – activates human photoreceptor nuclear receptor NR2E3; actives 0.12% (n = 320,000); inhibition of corepressor binding, % at 4.78 µM; AID 2300; Q9Y5X4; GST-NR2E3/biotin-RetCOR TR-FRET, 1536-well;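 active = percent inhibition above the cutoff of mean plus 3 SD of all tested compounds, set per screening campaign, cut at about 20% in these data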;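 also: 0% = DMSO wells and 100% = biotin wells as full block of FRET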
# Target sequence (Q9Y5X4 whole entry, looked up): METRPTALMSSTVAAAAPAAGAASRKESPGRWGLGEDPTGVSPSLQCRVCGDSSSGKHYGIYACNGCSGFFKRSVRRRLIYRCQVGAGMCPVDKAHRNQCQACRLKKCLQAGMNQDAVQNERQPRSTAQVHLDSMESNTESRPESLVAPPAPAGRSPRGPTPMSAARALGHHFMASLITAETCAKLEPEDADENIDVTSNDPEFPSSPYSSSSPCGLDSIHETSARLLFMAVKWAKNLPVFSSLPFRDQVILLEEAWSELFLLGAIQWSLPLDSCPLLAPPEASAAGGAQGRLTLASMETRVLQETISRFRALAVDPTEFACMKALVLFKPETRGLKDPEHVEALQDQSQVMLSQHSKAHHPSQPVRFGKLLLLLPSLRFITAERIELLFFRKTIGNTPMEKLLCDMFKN
#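 system = GST-tagged NR2E3 plus biotinylated RetCOR corepressor | input = 1.35 nM GST-NR2E3 | also added = 7 nM biotin-RetCOR | schedule = 5 h incubation at 4 °C | measured by = TR-FRET with europium anti-GST and streptavidin-D2, 340 nm excitation | read-out = percent loss of FRET ratio relative to control wells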
# CaV13 ICDI inh – Primary screen for inhibitors of IQ motif and Ca2+-dependent inactivation inhibitor domain binding in CACNA1D, Förster resonance energy transfer in living cells, … | inhibition, % at 12.3 µM | actives 0.098% (n = 340,000) | HEK cells, CFP/YFP FRET ICDI-IQ, plate reader, 10 min; percent FRET-ratio fall versus neutral wells;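 active = mean replicate inhibition of at least 30% and at least 1% of replicates passing that level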;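 also: 0% = median of the neutral control wells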
# Granule exo inh – blocks lytic granule exocytosis. TALL-104 LAMP-1 surface exposure, flow cytometry; cells stimulated with thapsigargin and PMA. inhibition, % at 10 µM. actives 0.66% (n = 360,000);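 active = inhibition above about 55%, limit read from the data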
# PDI turbidity – PDI (human) enzyme inhibition; PDI insulin aggregation turbidity, A650, 90 min; actives 0.052% (n = 350,000); P07237; inhibition, % at 10 µM;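 active = mean inhibition across replicates of 30% or more, whatever share of single replicates reach that level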;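 also: absorbance from insulin aggregation driven by PDI reduction with DTT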
# Target sequence (P07237 whole entry, looked up): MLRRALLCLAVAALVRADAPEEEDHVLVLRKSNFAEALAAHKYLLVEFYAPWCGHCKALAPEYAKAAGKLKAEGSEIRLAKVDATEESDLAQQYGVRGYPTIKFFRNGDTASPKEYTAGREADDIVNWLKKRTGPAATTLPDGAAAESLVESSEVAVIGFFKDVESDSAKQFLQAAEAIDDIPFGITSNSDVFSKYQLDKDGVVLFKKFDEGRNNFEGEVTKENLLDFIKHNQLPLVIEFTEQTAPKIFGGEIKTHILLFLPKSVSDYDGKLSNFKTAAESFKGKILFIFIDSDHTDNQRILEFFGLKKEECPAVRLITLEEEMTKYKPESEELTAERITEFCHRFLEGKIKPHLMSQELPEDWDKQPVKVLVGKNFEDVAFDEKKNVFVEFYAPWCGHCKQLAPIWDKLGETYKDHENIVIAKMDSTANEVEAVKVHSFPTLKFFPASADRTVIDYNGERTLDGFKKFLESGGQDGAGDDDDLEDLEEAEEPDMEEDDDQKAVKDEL
# aDG glyco up – alpha-DG glycosylation activation | Pro5-aDG cells, alpha-DG glycosylation AlphaScreen (IIH6); 0% Pro5, 100% B10-LARGE cell signal | activation, % at 10 µM | AID 624168 | actives 0.22% (n = 360,000);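 active = activation of at least 8% versus controls, or a plate z-score of at least 8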;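 also: Pro5 are CHO cells carrying HIG-tagged alpha-DG that lacks glycosylation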
# Peg3 promoter – reduces Peg3 promoter-driven luciferase expression in HeLa | HeLa PEG-Prom luciferase reporter, luminescence, overnight | inhibition, % at 20 µM | actives 1.7% (n = 360,000) | AID 588405;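 active = inhibition of at least 50% at 20 µM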
# TRPM1 prom inh – reduces MITF-dependent TRPM1 promoter luciferase signal | SK-MEL-5 TRPM1 promoter luciferase, 24 h | inhibition, % at 12.5 µM | actives 0.83% (n = 330,000);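 active = mean inhibition across replicates of 60% or more, whatever share of single replicates reaches that level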; also: values of inactives mirror those of a sister screen read the other way
# NR2E3 ag-2 – agonists of human NR2E3 nuclear receptor; actives 0.35% (n = 360,000); Q9Y5X4; AID 602229; CHO-S Gal4-NCOR/VP16-NR2E3 two-hybrid, luciferase; inhibition of corepressor binding, % at 3.98 µM;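 active = inhibition above the mean of all tested compounds plus 3 SD, cut at about 70% in these data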;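 also: 0% = DMSO with NR2E3 transfected cells and 100% = cells lacking NR2E3 construct; higher means lower luciferase signal from less NR2E3 corepressor binding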
# hiPSC survival – hiPSC single-cell survival enhancement; ATPlite luminescence; 100% = ROCK inhibitor wells, 0% = DMSO; survival enhancement, % at 20 µM; actives 0.044% (n = 360,000); in the data active = survival enhancement above about 18%;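 also: cells exposed to compounds for 16 hours before the ATP read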
# HIF-2a block – HIF-2a inhibition; actives 0.72% (n = 360,000); inhibition, % at 18.8 µM; 786-0 RCC cells HIF-2a reporter, luciferase luminescence, overnight; AID 624352;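 active = inhibition of the luminescence signal of 40% or more relative to plate controls, in a single-dose primary screen at 18.75 µM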
# Numbers without * were called inactive; nt = no result given.
# Order of results: aDG glyco up	TRPM1 prom inh	NR2E3 ag-2	CaV13 ICDI inh	hiPSC survival	Peg3 promoter	Granule exo inh	PDI turbidity	Vif imaging	NR2E3 ag-1	HIF-2a block
CCCC1NC(=S)N(C2CCCCC2)C1=O (stereo unspecified)
→ -0.2	-4	-23	-3	2.3	17	-6	7	1	-2	22
CCCNC(=O)c1nnsc1S(=O)c1ccc(Cl)cc1 (stereo unspecified)
→ -0.5	67*	17	-7	-6.2	104*	51	1	-1	nt	44*
CC(=O)c1ccc(N2CCN(S(=O)(=O)c3ccc4c5c3CC(=O)N5CC(C)S4)CC2)cc1 (stereo unspecified)
→ 0.7	21	4	nt	-0.6	11	2	-5	-4	-2	-6
COc1ccccc1Oc1ccc(S(=O)(=O)N2CCOCC2)cc1S(=O)(=O)N1CCOCC1
→ 0.0	2	-40	nt	2.3	12	2	4	4	0	15
Cc1nc2ccccc2c(=O)n1/N=C/c1ccccc1Cl
→ 0.0	-35	-31	-17	-0.4	-146	8	-6	0	-1	-131
O=C(O)c1cncc(Br)c1
→ 0.3	-14	4	-9	-0.6	8	-6	-4	-1	2	29
C=CCN1C(=O)CSC1=Nc1cccc(O)c1
→ 0.1	-15	-14	-8	-2.8	7	-2	1	14	3	23
CCN(CC)S(=O)(=O)c1ccc(NC(=O)CO/N=C(\N)c2ccccc2)cc1
→ -0.1	26	10	-5	-0.5	20	-5	0	-9	0	17
COc1ccc(NS(=O)(=O)c2ccc(NC(=O)C3CCCO3)cc2)cc1 (stereo unspecified)
→ 0.6	1	25	-4	4.2	21	0	2	-3	-2	8
Cc1ccc(O)c(NC(=S)NC(=O)C(C)C)c1
→ 0.0	-1	4	-5	-0.5	-40	1	12	2	-1	-78
Cc1ccc(S(=O)(=O)N2CCCC2C(=O)OCc2ccccc2)cc1 (stereo unspecified)
→ 0.0	-6	1	15	4.2	10	-5	2	1	-2	12
COC(=O)/C(=C/c1c[nH]c2ccccc12)NC(C)=O
→ 0.1	9	-13	-5	-1.2	16	-3	2	30	2	14
CN(C1(C)CCS(=O)(=O)C1)S(=O)(=O)c1cccc([N+](=O)[O-])c1 (stereo unspecified)
→ 0.1	4	0	-5	0.2	3	-5	-2	-7	2	1
Cc1nc(NC(=O)c2ccc3c(c2)OCCO3)ccc1Br
→ 0.1	-119	-156	-3	-0.5	-323	-2	-11	-11	4	-207
O=C(NCc1cccnc1)/C(=C/c1ccco1)NC(=O)c1ccccc1
→ -0.2	2	-2	-5	-1.4	3	1	-12	4	2	9

# Entries from the list above with bromine, in the order listed:
# Order of results: aDG glyco up	TRPM1 prom inh	NR2E3 ag-2	CaV13 ICDI inh	hiPSC survival	Peg3 promoter	Granule exo inh	PDI turbidity	Vif imaging	NR2E3 ag-1	HIF-2a block
O=C(O)c1cncc(Br)c1
→ 0.3	-14	4	-9	-0.6	8	-6	-4	-1	2	29
Cc1nc(NC(=O)c2ccc3c(c2)OCCO3)ccc1Br
→ 0.1	-119	-156	-3	-0.5	-323	-2	-11	-11	4	-207

# New compounds follow:
# Order of results: aDG glyco up	TRPM1 prom inh	NR2E3 ag-2	CaV13 ICDI inh	hiPSC survival	Peg3 promoter	Granule exo inh	PDI turbidity	Vif imaging	NR2E3 ag-1	HIF-2a block
O=C(NCCc1ccccc1)c1cccc(NC(=O)C2CC2)c1
→ 0.0	-65	-76	-6	-0.7	-254	-2	2	-1	nt	-229
CN(C(=O)c1ccc2c(c1)CCN2S(C)(=O)=O)c1ccccc1
→ 0.0	5	-9	-5	0.1	-6	-1	-5	22	4	19
CC(=O)Nc1ccc(S(=O)(=O)c2ccc(C)cc2)cc1
→ 0.2	-6	-15	7	0.0	4	0	-4	3	3	11
Cc1cccc(CN2CCN(C3CN(Cc4cn(Cc5ccc(F)cc5)nn4)S(=O)(=O)C3)CC2)c1 (stereo unspecified)
→ 0.3	nt	6	-5	0.8	nt	0	nt	nt	nt	4
S=c1[nH]nc(-c2ccccn2)n1/N=C/c1ccc(Br)s1
→ -0.1	6	-18	-6	1.6	21	-4	0	-6	1	15
CCNC(=O)c1ccccc1NC(=O)C1CC(=O)N(C(C)C)C1 (stereo unspecified)
→ -0.1	-7	5	-21	-0.5	4	-4	9	-3	3	9
O=C(O)c1ccccc1N(Cc1ccccc1)C(=O)COc1ccccc1
→ 0.1	-7	15	-26	0.8	17	-2	2	-5	-1	12
Cc1ccccc1C(=O)Nc1ccc(-c2nc3ccc(C(=O)c4ccccc4)cc3[nH]2)cc1
→ 2.5	3	19	-6	1.0	-21	12	-2	-18	3	-13
CC(=O)N1CCc2c(sc(NC(=O)C3COc4ccccc4O3)c2C(N)=O)C1 (stereo unspecified)
→ 0.0	-35	-21	-6	-0.3	-45	15	0	14	0	-66
C=CCOc1c(Cl)cc(CNc2ccc3[nH]c(=O)[nH]c3c2)cc1OC
→ -0.3	28	-15	-20	7.4	23	2	1	1	-1	13
C=C1CCN([C@H](C(=O)NCc2cc(OC)c(OC)c(OC)c2)C(C)C)S(=O)(=O)c2ccccc21
→ -0.2	1	-11	-10	-2.9	5	3	-2	nt	4	16
CN(c1ccccc1)S(=O)(=O)c1ccc(Cl)c(C(=O)OCC(=O)NCc2ccco2)c1
→ 0.0	-3	12	-12	0.1	5	-6	5	1	1	11
Cc1nc2sc(C(c3ccc(C(C)C)cc3)N3CCN(CCO)CC3)c(O)n2n1 (stereo unspecified)
→ -0.2	-6	-17	-6	-0.5	4	2	nt	nt	-1	-2
C=CCc1ccc(OCCCCN2CCC(C)CC2)c(OC)c1
→ 0.2	-10	24	-3	-0.1	3	-2	-5	-14	-3	7
Cc1cc(C)c2[nH]c(O)c(N=Nc3ccc(C(=O)O)cc3)c2c1
→ -0.1	2	-53	-3	-0.6	-12	1	-7	-2	2	-42

# Carrying on.
# Order of results: aDG glyco up	TRPM1 prom inh	NR2E3 ag-2	CaV13 ICDI inh	hiPSC survival	Peg3 promoter	Granule exo inh	PDI turbidity	Vif imaging	NR2E3 ag-1	HIF-2a block
Cc1cc([N+](=O)[O-])ccc1NC(=O)c1cncc(Br)c1
→ -0.4	-2	-10	-8	2.2	2	-3	3	-3	0	7
O=C(Cn1cccc1C(=O)c1ccccc1)NCc1ccccc1Cl
→ 0.4	-37	-48	-2	0.0	-188	-7	4	-4	-1	-152
CN(C)c1ncnc2c1ncn2[C@H]1CN(Cc2ccc(F)cc2)C[C@@H](CO)O1
→ 0.0	nt	-11	5	-1.2	11	0	-2	nt	nt	16
C=CCn1cnc2c(nnn2-c2ccc(C)c(Cl)c2)c1=O
→ -0.1	-16	-14	-6	0.8	-52	1	10	-7	4	-79
COc1ccc(/C=C/C(=O)NC(=S)NNC(=O)c2cccs2)cc1
→ -0.1	19	-83	-7	1.1	0	-1	4	67*	6	-26
O=C(COC(=O)CCc1nc2ccccc2s1)NCc1ccco1
→ -0.2	-1	-35	-7	-0.6	18	4	3	6	5	16
CC(=O)Nc1ccc(NC(=O)C2CCN(S(=O)(=O)c3ccc4c(c3)OCCO4)CC2)cc1
→ 0.0	6	3	-6	-1.0	14	3	-4	13	-2	5
COc1cccc(C2=CC(c3cccc(OC)c3OC(F)F)n3nnnc3N2)c1 (stereo unspecified)
→ 0.1	-16	-36	nt	-1.2	-27	-2	-2	-6	6	-13
CCOc1ccc(NC(=O)C[n+]2ccccc2)cc1
→ 0.1	11	11	-5	-1.5	4	-7	-2	-1	-1	1
O=C(COC(=O)C1CCC1)Nc1cc(S(=O)(=O)N2CCOCC2)ccc1Cl
→ 0.0	nt	6	-5	-2.6	-1	7	14	-5	nt	4
CS(=O)(=O)N(CC(=O)Nc1ccccc1-c1ccccc1)c1ccc(F)cc1
→ 0.3	8	-3	-4	0.0	-4	-3	-25	3	3	5
COc1cccc(C(C(=O)NC(C)(C)C)N(Cc2ccco2)C(=O)CCC(=O)Nc2cc(C)on2)c1OC (stereo unspecified)
→ 0.4	5	3	-5	-1.6	-5	-2	7	-3	5	13
CCOC(=O)c1c(S(=O)(=O)NCC(=O)Nc2cc(C)ccc2C)c(C)n(C)c1C
→ -0.2	3	-2	-7	-0.5	13	1	4	5	2	22
CC(=O)Nc1ccc(CNc2ncnc3ccc(-c4c(C)noc4C)cc23)cc1
→ -0.1	12	-30	-3	0.5	-65	2	-1	-2	-4	-53
CC(C)Oc1ccc(CNCC2(O)CCOC(C)(C)C2)cc1 (stereo unspecified)
→ -0.1	5	8	-3	-1.6	15	-1	-7	2	5	6

# The results go on.
# Order of results: aDG glyco up	TRPM1 prom inh	NR2E3 ag-2	CaV13 ICDI inh	hiPSC survival	Peg3 promoter	Granule exo inh	PDI turbidity	Vif imaging	NR2E3 ag-1	HIF-2a block
COc1ccc(C(=O)N2CCC(C(=O)Nc3ccc(C)cc3)CC2)cc1
→ 0.1	9	-17	-7	-0.9	-2	6	1	0	1	-4
COC(=O)c1ccc(C2=NOC(C)(c3nnc(Cc4ccccc4)o3)C2)cc1 (stereo unspecified)
→ 0.0	-8	-6	-7	-0.9	7	-4	-5	-4	-3	2
O=C(N/C=C/n1cnc2cc(C(F)(F)F)ccc21)c1ccc(F)cc1
→ -0.2	nt	10	-11	1.6	21	5	0	nt	nt	17
Cc1cc(NC(=O)c2nn(C)c(C)c2[N+](=O)[O-])no1
→ 0.0	-6	4	-9	0.1	-2	10	-8	-3	6	-8
COc1ccc(NC(=O)c2ccc(C)o2)c([N+](=O)[O-])c1
→ 0.3	-72	-82	-6	2.6	-251	-2	4	1	-1	-177
CCOc1ccc(C(=O)O)cn1
→ 0.0	nt	-16	nt	-1.7	-14	7	nt	10	0	18
COc1cccc(-c2cnc(C(O)c3ccc(Cl)cc3C)[nH]2)c1 (stereo unspecified)
→ 0.1	nt	30	-5	0.2	13	-2	-1	-1	nt	7
CCC(=O)Nc1ccc(C(=O)Nc2ccc(OC)cc2[N+](=O)[O-])cc1
→ -0.2	9	-8	-3	-0.8	9	5	-5	1	1	14
Cc1ccc(NC(=O)c2ccccc2-c2ccc(C(F)(F)F)cc2)cc1S(=O)(=O)N1CCOCC1
→ -0.3	4	-6	-3	-1.2	16	-1	1	-4	3	23
O=C(Cn1nnc(-c2ccccc2NC(=O)c2ccco2)n1)Nc1ccccc1
→ -0.1	13	-14	nt	-4.0	12	0	-6	-11	4	17
Cc1nc2ccn(Cc3ccccc3)c(=O)c2cc1C(=O)N1CCN(c2ccccc2)CC1
→ -0.1	4	3	-6	-0.8	17	-3	-3	1	3	19
CC(C)c1ccc(NC(=O)NC2(C(=O)NCc3cccnc3)CCCCC2)cc1
→ -0.1	5	5	-3	-0.2	6	7	-20	3	1	9
COc1cccc(NC(=O)CCNC(=O)N2CC(=O)Nc3ccccc32)c1
→ 0.0	2	-4	-7	0.9	-6	3	14	4	2	5
O=C(c1[nH]nc2c1CCc1ccccc1-2)N1CCN(Cc2ccc3c(c2)OCO3)CC1
→ 0.1	30	17	nt	-0.6	10	1	4	-6	3	-11
O=C(c1ccc2c3n(nc2c1)-c1ccc(Cl)cc1CO3)N1CCCCC1
→ 0.1	-96	-88	-10	-1.6	-361	18	-2	1	0	-299
CN1C(=O)/C(=C\c2cc(Br)cs2)c2ccccc21
→ -0.3	-28	-18	-4	-1.1	-241	3	2	-9	-4	-246

# From PubChem BioAssay
